Compound activity from PubChem.
MsrA inhibitor – inhibitors of bovine MsrA. purified bovine MsrA, absorbance read-out. inhibition, % at 15.5 µM. 0.75% of 360,000 active; in the data active means inhibition above about 4.5%;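 further: 0% = vehicle wells with enzyme and 100% = reference inhibitor wells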
bovine MsrA act – activates bovine MsrA enzyme; activation, % at 10.6 µM; purified bovine MsrA, absorbance read-out; 0.3% of 360,000 active; in the data active means activation above about 7.5%;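 further: 0% = vehicle and 100% = reference activator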
CSN deneddyl inh – inhibitors of human CSN-mediated cullin deneddylation; Purified CSN, SCF-Nedd8-OG deneddylation, fluorescence polarization; 0.38% of 360,000 active; Q92905; inhibition, % at 12.5 µM;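 active means pattern-corrected inhibition above about 35%, with an unprinted fluorescence ratio check between 0.5 and 1.5, limit read from the data, passing the limit was not always enough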;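 further: 0% = enzyme with substrate and 100% = substrate without enzyme; some results filed as inactive read as strong as hits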
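Assay system: purified human Csn5 enzyme expressed in HEK293T cells; measure: % inhibition; also added: SCFSkp2-Nedd8OG substrate at 10 nM final; technique: fluorescence polarization; times: reaction 90 min, room temperature; medium: Tris buffer pH 7.5, NaCl, DTT, Tween-20, trehalose, ovalbumin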
Rin1-Abl PPI inh – inhibitors of human Rin1-Abl protein interaction; P00519+Q13671; TR-FRET Rin1/Abl binding, biochemical; inhibition, % at 7.35 µM; 0.4% of 360,000 active; in the data active means inhibition above about 5%, passing the limit was not always enough
MT1-MMP act inh – blocks activation of human MT1-MMP | P50281 | HT1080 RFP-PRO-GFP cells, GFP/RFP ratio fluorescence, overnight; percent of plate control window, DMSO zero | GFP/RFP ratio change, % at 20 µM | 0.061% of 360,000 active | AID 651647;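 active means GFP/RFP ratio change of at least 30% with cell ATP level not reduced by more than half and red fluorescence within 50% of control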; further: strong numbers were not always called active
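Assay system: HT1080 cells carrying an RFP-PRO-GFP reporter | Dosing: Single dose of 20 µM compound, 1% DMSO final | Incubation: Cells overnight before dosing, compound overnight, 37 °C, 5% CO2 | Evaluation: GFP/RFP fluorescence ratio | Control set: DMSO and RFP-L50D-GFP cell wells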
eLon inh – E. coli protease La inhibition; purified E. coli Lon protease, fluorescence polarization; inhibition, % at 7.94 µM; 0.42% of 360,000 active; AID 602123; in the data active means inhibition above about 13%, passing the limit was not always enough;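 further: 0% = enzyme with probe and DMSO and 100% = no enzyme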
Rpn11 block – inhibitors of human proteasome Rpn11; O00487; human 26S proteasome, Ub4-pepOG fluorescence polarization; 20S core pre-blocked with epoxomicin; calls only at 20 µM; 0.59% of 360,000 active; AID 588493;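 active means inhibition at 20 µM, scaled to each plate's controls, above about 33%, limit read from the data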
PABP1 MLLE inh – blocks PAM2 peptide binding to the PABP1 MLLE domain | inhibition, % at 20 µM | 0.36% of 360,000 active | GST-MLLE / FITC-PAM2 fluorescence polarization | P11940 | AID 588489; in the data active means inhibition above about 35%, passing the limit was not always enough;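 further: plate controls were DMSO wells with GST-MLLE for no effect and wells lacking GST-MLLE protein for full effect; some results filed as inactive read as strong as hits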
FAS TE block – inhibitors of human fatty acid synthase thioesterase domain | recombinant FAS-TE, OMFH fluorogenic substrate, fluorescence endpoint | inhibition, % at 15 µM | 0.67% of 360,000 active | AID 602261;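 active means compounds whose normalised, plate-corrected inhibition of enzyme fluorescence in the single-dose primary screen is 50% or more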;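 further: 0% = DMSO with enzyme and 100% = substrate without enzyme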
The depositor's hits bear a star; i = inactive; . = no result given; & = joins results of further samples. The list is partial; count on the stated rates, not on these rows.

SMILES	MsrA inhibitor	bovine MsrA act	CSN deneddyl inh	Rin1-Abl PPI inh	MT1-MMP act inh	eLon inh	Rpn11 block	PABP1 MLLE inh	FAS TE block
COCCOC(=O)C1=C(N)Oc2c(c(=O)oc3ccccc23)[C@@]12C(=O)Nc1ccccc12	1.1	2.4	-3.2	4.3	-4.2	-4.2	i	-1.1	-5.3
CN(C/N=C(\N)N[N+](=O)[O-])S(=O)(=O)c1ccccc1	0.6	-11.7	-10.0	2.0	-1.9	-7.6	i	-5.7	-2.7
CC(C)c1ccc(-n2c(O)c(/C=N/NC(=O)c3ccncc3)c(=O)[nH]c2=O)cc1	2.9	-5.2	0.7	-0.4	-8.0	-24.4	i	-17.0	-2.1
O=C(c1ccc2c(c1)N(Cc1ccccc1)CCS2)N1CCC2(CC1)OCCO2	-0.5	-7.2	1.7	-1.7	-4.4	5.6	i	1.7	6.3
Cc1ccc(-c2cc(-c3ccccc3)cc(-c3ccccc3)[n+]2-c2ccccc2C(=O)O)cc1	1.4	-4.0	-1.8	-0.2	4.3	-3.0	i	-8.4	-8.7
COC(=O)C1=C(c2ccc3ccccc3c2)C[C@@H]2CC[C@H]1N2C(=O)NC1Cc2ccccc2C1	0.6	-1.4	-1.4	-1.2	2.3	3.2	i	1.1	14.7
Cc1ccccc1-n1c(C)nc2ccsc2c1=O	-1.8	-8.4	-1.1	4.1	2.5	8.7	i	0.3	1.0
C/C(=N\Nc1ccccc1)c1c(O)n(C)c(=O)n(C)c1=O	-0.4	-6.2	-7.4	-1.4	-3.7	-14.1	i	5.5	-3.8
COc1ccc(-c2nn(CCC#N)cc2C(=O)Nc2ccc(C(C)=O)cc2)cc1	-0.1	0.2	-4.4	-0.6	0.7	2.4	i	-0.4	-1.7
Cc1cccc(CN2CCN(C(=O)Cc3ccccc3)CC2)c1	-0.9	-2.0	-3.6	-4.2	-3.7	3.1	i	8.8	-0.8
CN1C[C@H]2CON(C)[C@H]2C[C@H]1c1cccc(Br)c1	1.9	-1.5	4.6	-0.2	2.0	3.2	i	0.7	-9.6
O=c1[nH]c(=S)n(C2CCCCC2)c(O)c1/C=N/N1CCOCC1	3.0	-10.3	-0.6	0.3	.	9.1	i	3.3	-4.1
CSc1ncc(/C=C2/C(=O)NC(=O)N(C)C2=O)cn1	-0.8	-11.7	-3.8	2.2	2.0	8.3	i	27.1	-4.9
COc1ccc(OC)c(NC(=O)N2C[C@H]3C[C@@H](C2)c2cccc(=O)n2C3)c1	-0.5	-3.4	1.0	-0.1	-0.4	-4.2	i	-20.0	-3.8
CC1Oc2cc3c(-c4c(O)cc(O)c5c(O)c6c(cc45)OC(C)C(C)C6=O)c(O)cc(O)c3c(O)c2C(=O)C1C (centres undefined)	.	-4.8	39.3	10.1	-8.9	18.8	i	16.1	22.2
CC(C)N1CC=C(c2c[nH]c3ccccc23)CC1	1.3	1.6	-2.5	-2.7	-3.8	-6.4	i	-1.8	-8.5
CN1CC(C(=O)c2ccc(Cl)cc2)C(c2ccc(Cl)cc2Cl)C1 (centres undefined)	1.4	-0.2	1.8	-1.1	-7.6	-0.5	i	3.9	22.1
O=C(Cn1cc(C(=O)c2ccccc2F)c2ccccc21)NCc1ccco1	1.1	-4.4	0.6	-6.7	-1.0	0.1	i	-12.2	-0.8
CCOC(=O)N(c1ccccc1)P1(=S)OCC(C)O1 (centres undefined)	-1.1	-2.3	3.6	2.1	5.5	0.1	i	4.9	-3.1
COC(=O)c1ccccc1-n1c(C)nc2ccccc2c1=O	-0.4	-3.5	-2.0	1.7	0.3	0.0	i	8.0	-2.4
O=C(c1ccco1)C12CN3CN(CN(C3)C1)C2	0.1	-0.9	2.8	-3.0	-0.7	4.3	i	2.5	-6.6
c1cc(CCN2CCCC2)ccn1	0.9	-4.3	-1.1	-0.6	-1.7	1.0	i	-1.8	-9.0
O=C(COc1ccccc1F)N1CCN(CCN2C(=O)c3cccc4cccc(c34)C2=O)CC1	-0.2	-0.4	-8.3	-1.7	1.8	0.2	i	13.7	9.5
C=Cn1ccnc1P(=S)(c1ccn(C)c1)c1nccn1C=C	1.2	-0.8	2.0	-2.0	-1.6	-15.2	i	4.9	-5.9
Cn1c(O)c(C(=N)COc2ccccc2)c(=O)n(C)c1=O	-1.4	-0.7	-3.6	2.0	4.4	-0.4	i	-1.6	-5.6
SMILES	MsrA inhibitor	bovine MsrA act	CSN deneddyl inh	Rin1-Abl PPI inh	MT1-MMP act inh	eLon inh	Rpn11 block	PABP1 MLLE inh	FAS TE block
O=c1[nH]c(=O)n(C2CCCCC2)c(O)c1/C=C/C=Nc1ccccc1	1.7	-3.4	-27.9	-2.1	-123.7	-448.4	.	48.2	-87.9
Cc1ccc(N2C(=O)NC(=O)C3(Cc4ccccc4N4CCN(c5ccccc5)CC43)C2=O)cc1 (centres undefined)	0.6	-2.5	2.7	-1.4	-23.1	-23.4	i	-38.7	4.9
CCC(=NCCOc1ccc(Cl)cc1)c1c(O)n(C)c(=O)n(C)c1=O	-0.5	-0.3	5.0	0.4	5.2	7.8	i	3.4	27.8
CC(C)(C)C1(CCO)C(=O)NC(=S)NC1=O	0.2	1.6	4.1	0.8	1.8	-3.9	i	24.0	-2.5
O=C1NC(=O)C(C2CCOC2=O)N1 (centres undefined)	0.8	1.0	-1.2	-0.5	-0.6	-4.9	i	14.7	-5.1
COc1cc2c(cc1OC)CN(c1ccc([N+](=O)[O-])c(C(F)(F)F)c1)CC2	0.2	-4.3	2.1	-0.7	1.8	-4.3	i	14.1	32.3
COc1cccc(CC(=O)N(C)C2CCCN(Cc3ccccc3F)C2)c1 (centres undefined)	0.9	-6.3	-2.4	-0.8	-1.7	-2.5	i	20.3	-1.4
CC12CN3CCN(C1)CC(C)(C3)C2=NO	-1.0	-3.8	-2.5	-1.7	-3.5	-12.9	i	-2.4	-9.2
COC(=O)C1=C(c2ccc(-c3ccccc3)c(F)c2)C[C@@H]2CC[C@H]1N2C(=O)NCCCOC(C)C	0.7	-12.5	1.8	4.9	0.3	4.0	i	-6.2	2.5
CC1NCCC2(O)CCCCC12 (centres undefined)	0.3	-7.5	-13.2	4.1	-2.1	5.6	i	5.4	-6.9
CCN(CC)c1ccc(C=C2C(=O)NC(=S)NC2=O)cc1	2.6	-1.9	7.0	0.7	-3.2	-9.0	i	-118.3	-1.2
Cc1ccc(N(C)C(=O)Oc2cccc3ccc(C)nc23)cc1	-0.8	-2.9	-1.6	0.6	4.8	-6.1	i	0.1	3.6
Brc1ccc(C2N3CCCN23)cc1 (centres undefined)	-0.2	-0.6	-1.9	1.3	1.1	-7.1	i	-1.4	-12.5
COc1ccc(Br)cc1CNCCc1cccc(Cl)c1	0.4	2.2	1.6	-0.5	-1.8	-13.7	i	3.2	4.6
CCOc1cccc(N2C(=O)/C(=C/c3ccco3)C(=O)NC2=S)c1	0.9	-8.1	39.1*	-0.7	-4.2	-22.9	.	-23.2	-0.7
C=CCn1c(O)c(C(C)=Nc2ccc(N(CC)CC)cc2)c(=O)[nH]c1=O	1.1	-4.5	5.0	-2.1	9.3	-18.2	i	-4.4	-5.9
CC/C(=N\NC(=O)c1ccccc1Cl)c1c(O)n(C2CCCCC2)c(=O)[nH]c1=O	2.7	-6.5	0.9	0.1	3.9	-7.7	i	6.8	11.6
CCN1c2nc3c(C)cccn3c(=O)c2CC2(C(=O)N(C)C(=O)N(C)C2=O)C1C (centres undefined)	0.0	1.8	-2.6	0.3	4.8	-7.6	i	-10.1	0.0
c1ccc(C2c3ccccc3-n3nncc3CN2CC2CCCCC2)cc1 (centres undefined)	-0.5	-1.2	1.8	-1.3	-2.2	-2.3	i	-9.1	20.8
CCOC(=O)C(O)(c1ccc(N(CC)C(=O)OC)cc1)C(F)(F)F (centres undefined)	0.3	-1.5	-1.4	-1.8	2.6	-5.3	i	0.4	-2.1
C=CCn1c(O)c(C(=O)CCCCCC)c(=O)[nH]c1=O	-0.5	-9.1	1.6	-0.1	-2.9	-11.3	i	7.9	-3.7
O=C(Cn1c(=O)n(CC2CS2)c2ccccc21)N1CCCCCC1 (centres undefined)	1.0	-1.9	-4.1	-2.2	-5.6	1.1	i	-1.5	-3.5
CC(C)CN(C(=O)CN1CC=C(c2ccccc2)CC1)c1c(N)n(CC(C)C)c(=O)[nH]c1=O	-0.3	-0.8	-2.5	-1.5	-8.3	-9.9	i	-23.4	-8.6
O=c1[nH]c(O)c(C=Nc2ccc(Cl)c(C(F)(F)F)c2)c(=O)[nH]1	0.5	-2.3	3.8	-1.3	0.0	2.7	i	6.1	-2.4
Cc1ccc(C)c(-n2c(C)nc3ccccc3c2=O)c1	0.9	-4.2	0.7	1.2	-1.0	8.3	i	9.6	-3.1

Three entries from above, in CSV form.
Structure,MsrA inhibitor,bovine MsrA act,CSN deneddyl inh,Rin1-Abl PPI inh,MT1-MMP act inh,eLon inh,Rpn11 block,PABP1 MLLE inh,FAS TE block
C=CCn1c(O)c(C(C)=Nc2ccc(N(CC)CC)cc2)c(=O)[nH]c1=O,1.1,-4.5,5.0,-2.1,9.3,-18.2,i,-4.4,-5.9
CCN1c2nc3c(C)cccn3c(=O)c2CC2(C(=O)N(C)C(=O)N(C)C2=O)C1C (centres undefined),0.0,1.8,-2.6,0.3,4.8,-7.6,i,-10.1,0.0
O=c1[nH]c(=O)n(C2CCCCC2)c(O)c1/C=C/C=Nc1ccccc1,1.7,-3.4,-27.9,-2.1,-123.7,-448.4,.,48.2,-87.9

Continuation.
SMILES	MsrA inhibitor	bovine MsrA act	CSN deneddyl inh	Rin1-Abl PPI inh	MT1-MMP act inh	eLon inh	Rpn11 block	PABP1 MLLE inh	FAS TE block
COc1ccc(/C=C/C(=O)c2c(O)n(CCC3=CCCCC3)c(=O)[nH]c2=O)cc1	-0.4	-9.9	7.6	-1.6	-18.5	-2.9	i	-3.9	3.2
Cc1ccc(-n2c(O)c(C=NCCCn3ccnc3)c(=O)[nH]c2=O)cc1	-1.0	-2.9	1.8	1.1	0.7	9.2	i	-15.8	-3.5
CC(C)(C)c1cc(C=C(C#N)C#N)cc(C(C)(C)C)c1O	2.8	-7.9	9.0	-0.5	4.9	-36.5	i	-78.6	26.6
Cc1ccc(C2=NCC(=O)N(CC(=O)N3CCCCC3)c3sc(C)c(C)c32)cc1	0.7	-1.9	-0.7	-1.9	-4.6	1.6	i	2.5	-0.3
OC(COCc1ccc(Cl)cc1)CN1CC=C(c2ccccc2)CC1 (centres undefined)	-0.9&-2.6	-1.0&-2.5	1.9&0.8	0.7&-0.8	1.9&1.7	10.1&9.6	i	14.3&-9.9	-3.1&0.8
CNc1cc(N2CCN(C)CC2)ccc1[N+](=O)[O-]	-0.5	-6.2	1.1	-8.7	0.6	-1.9	i	4.2	5.7
COC(=O)C1=C(c2ccc(Cl)c(C(F)(F)F)c2)C[C@@H]2CC[C@H]1N2C(=O)NC1CC1	-1.2	-2.6	-2.6	2.9	3.3	-6.4	i	7.1	1.2
C[C@@H]1CN([C@H](C)CO)C(=O)CCCn2nncc2CO[C@@H]1CN(C)C(=O)Oc1ccc2ccccc2c1	-0.5	2.6	0.5	1.6	6.3	-4.6	i	0.1	-6.7
Cc1cc(C=C(C#N)C#N)ccc1N1CCCC1	1.4	-3.5	13.1	-4.4	-7.0	-151.1	i	-141.8	-56.3
O=C(O)CCn1cc(C=C2C(=O)NC(=S)NC2=O)c(-c2cc3ccccc3oc2=O)n1	3.1	-2.1	12.4	0.6	-4.0	-19.0	i	11.4	-3.3
CCCc1nc2ccc(Br)cc2c(=O)n1-c1ccc([N+](=O)[O-])c(C(F)(F)F)c1	2.3	-0.6	-17.6	-1.2	-15.8	-2.0	i	-10.9	34.1
